High-throughput results deposited in PubChem BioAssay by several laboratories.
CHRM5 PAM = human M5 muscarinic receptor positive allosteric modulators, primary screen, CHO-K1 cells, Fluo-8 calcium fluorescence. actives 0.3% (n = 360,000). Muscarinic acetylcholine receptor M5 (Homo sapiens), P08912. AID 624038, 2012. activation, % at 3 µM. CHO-K1 hM5, ACh EC20 PAM; 0% = ACh EC20, 100% = ACh EC100;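 active = activation above the run cutoff, the mean activation of all test compounds plus 3 SD, cut at about 18% in these data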
Target sequence (P08912 whole entry, looked up): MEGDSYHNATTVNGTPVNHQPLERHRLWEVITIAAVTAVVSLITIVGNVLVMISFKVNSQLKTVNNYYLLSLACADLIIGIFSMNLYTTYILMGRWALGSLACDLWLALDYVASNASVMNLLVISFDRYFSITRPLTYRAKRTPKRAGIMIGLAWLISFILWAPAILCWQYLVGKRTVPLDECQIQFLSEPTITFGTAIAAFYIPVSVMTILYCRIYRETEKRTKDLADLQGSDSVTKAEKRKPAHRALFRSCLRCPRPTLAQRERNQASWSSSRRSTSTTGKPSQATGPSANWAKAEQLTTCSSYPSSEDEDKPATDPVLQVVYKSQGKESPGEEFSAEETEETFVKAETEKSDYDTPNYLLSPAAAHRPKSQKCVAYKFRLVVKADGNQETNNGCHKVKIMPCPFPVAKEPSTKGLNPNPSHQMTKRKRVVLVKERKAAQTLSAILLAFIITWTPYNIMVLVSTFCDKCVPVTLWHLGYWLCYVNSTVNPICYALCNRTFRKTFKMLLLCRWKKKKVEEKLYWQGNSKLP
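Probe or stimulus: acetylcholine, EC20 level; Assay system: human M5 receptor in CHO-K1 cells; Schedule: compound preincubation 140 s before EC20 acetylcholine addition; Technique: intracellular calcium via Fluo-8 fluorescence; Dosing: single-point, 3 µM nominal; Read-out basis: percent activation from peak-over-basal fluorescence ratio, scaled EC20-to-EC100 acetylcholine; Repeats: one well per compound, no replicates.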
CHRM4 agonist = human M4 muscarinic receptor agonists, primary screen, CHO-K1 cells, Fluo-8 calcium fluorescence; Muscarinic acetylcholine receptor M4 (Homo sapiens), P08173; CHO-K1 hM4/Gqi5; vehicle 0%, full acetylcholine response 100%; activation, % at 3 µM; actives 0.14% (n = 360,000); AID 624127, 2012;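 active = activation above the run mean over all test wells plus 3 SD, cut at about 32% in these data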;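 note: peak over basal fluorescence ratio per well then scaled between controls; 0% = DMSO wells and 100% = acetylcholine at EC100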
Target sequence (P08173 whole entry, looked up): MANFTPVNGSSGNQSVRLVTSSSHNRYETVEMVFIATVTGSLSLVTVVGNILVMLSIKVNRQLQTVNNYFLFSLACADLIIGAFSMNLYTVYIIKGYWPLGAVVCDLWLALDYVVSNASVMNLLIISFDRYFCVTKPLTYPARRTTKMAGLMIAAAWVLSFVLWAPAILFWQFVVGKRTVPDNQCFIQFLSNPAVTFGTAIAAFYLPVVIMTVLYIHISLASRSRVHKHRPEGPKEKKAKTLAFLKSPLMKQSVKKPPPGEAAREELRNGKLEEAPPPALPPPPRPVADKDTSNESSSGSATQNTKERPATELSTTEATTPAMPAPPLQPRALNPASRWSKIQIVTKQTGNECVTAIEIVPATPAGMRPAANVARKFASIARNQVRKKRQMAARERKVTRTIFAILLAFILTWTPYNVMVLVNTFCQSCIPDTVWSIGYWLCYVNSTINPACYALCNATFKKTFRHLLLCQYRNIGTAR
CHRM5 agonist = human M5 muscarinic receptor agonists, primary screen, CHO-K1 cells, Fluo-8 calcium fluorescence. Muscarinic acetylcholine receptor M5 (Homo sapiens), P08912. CHO-K1 hM5 cells; 0% DMSO wells, 100% maximal acetylcholine response. activation, % at 3 µM. actives 0.19% (n = 360,000). AID 624037, 2012;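 active = activation above the run's mean over test compounds plus 3 SD, cut at about 23% in these data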;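 note: signal is peak over basal fluorescence ratio across the kinetic read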
CHRM4 antagonist = human M4 muscarinic receptor antagonists, primary screen, CHO cells, Fluo-8 calcium fluorescence; Muscarinic acetylcholine receptor M4 (Homo sapiens), P08173; CHO-hM4 cells, ACh EC80; inhibition, % at 3 µM; actives 0.73% (n = 360,000); AID 624125, 2012;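 active = inhibition above its plate's cutoff, the mean inhibition of sample wells plus 3 SD, cut at about 27% in these data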;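 note: 0% = acetylcholine EC80 with DMSO and 100% = DMSO without agonist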
CRFR2-BP antag = antagonists of CRF-BP/CRF-R2 complex, primary screen, cell-based, HEK293, calcium dye fluorescence, uHTS; actives 0.59% (n = 350,000); AID 588475, 2011; inhibition, % at 11.8 µM; CRF-induced calcium fluorescence;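 active = inhibition of the ligand-induced calcium signal above about 50% at the single tested concentration, limit read from the data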
M5 antag = human M5 muscarinic receptor antagonists, primary screen, CHO cells, Fluo-8 calcium fluorescence | Muscarinic acetylcholine receptor M5 (Homo sapiens), P08912 | inhibition, % at 3 µM | CHO-hM5 cells, ACh EC80 | AID 624040, 2012 | actives 0.59% (n = 360,000);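 active = inhibition above a per-plate cutoff, the mean of that plate's test compounds plus 3 SD, cut at about 27% in these data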;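 note: 0% = acetylcholine EC80 with DMSO and 100% = DMSO without agonist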
CHRM1 PAM = human M1 muscarinic receptor positive allosteric modulators, primary screen, CHO-K1 cells, Fluo-8 calcium fluorescence, 1536-well; activation, % at 3 µM; actives 0.088% (n = 360,000); CHO-K1 hM1, ACh EC20; 0% = ACh EC20, 100% = maximal ACh; Muscarinic acetylcholine receptor M1 (Homo sapiens), P11229; in the data active = activation above about 19%, passing the limit was not always enough
CRFBP-R2 agonist = agonists of CRF-BP/CRF-R2 complex, primary screen, cell-based, HEK293, calcium dye fluorescence, uHTS; CRF-binding protein / CRF receptor 2 complex (human); calcium dye fluorescence (FLIPR); percent of saturating CRF peptide response; activation, % at 13.2 µM; actives 0.46% (n = 350,000); AID 588473, 2011;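 active = activation of at least 50%, plus an integration ratio under a set limit after plate pattern correction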;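 note: plate controls were neutral control wells without compound for no effect and CRF at EC100 for full effect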
CHRM4 PAM = human M4 muscarinic receptor positive allosteric modulators, primary screen, CHO-K1 cells, Fluo-8 calcium fluorescence; Muscarinic acetylcholine receptor M4 (Homo sapiens), P08173; CHO-K1 hM4/Gqi5, ACh EC20; 0% = ACh EC20, 100% = maximal ACh; activation, % at 3 µM; actives 0.4% (n = 360,000); AID 624126, 2012;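 active = activation above its plate's cutoff, the mean activation of sample wells plus 3 SD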; note: some results filed as inactive read as strong as hits
Starred values were filed as active, the others as inactive; . = not tested or not shown.

SMILES	CHRM5 PAM	CHRM4 agonist	CHRM5 agonist	CHRM4 antagonist	CRFR2-BP antag	M5 antag	CHRM1 PAM	CRFBP-R2 agonist	CHRM4 PAM
Cc1csc(NC(=O)c2nn(C)c(C)c2[N+](=O)[O-])n1	-1	1	0	-2	-2	2	4	-1.2	5
Cc1ccc(-c2nn(-c3ccccc3)cc2C2CC(c3ccccc3)=NN2C(=O)CCC(=O)O)cc1 (configuration not stated)	0	1	-1	5	1	8	8	-2.4	3
Cc1ccn2cc(CNC(=O)c3ccc(Br)o3)nc2c1	-6	7	0	-13	15	5	3	-1.1	0
O=S(=O)(c1ccccc1)c1nc(NC2CC2)sc1Cl	1	3	-1	-4	4	5	5	1.2	-2
CN(C(=O)c1ccc2nccnc2c1)C1CCCCC1	5	0	5	-7	-5	-6	-1	0.5	1
CCc1nc(Nc2cccc(F)c2)c2oc3ccccc3c2n1	-6	-1	-7	4	-15	19	6	-0.3	-6
Cn1ncc(Br)c1C(=O)NC1CCCC1	37*	2	2	3	21	18	19	-1.8	0
CCCCc1ccc(S(=O)(=O)Nc2cc(C)on2)cc1	4	2	-5	-18	-2	-11	10	1.8	2
CC1CCCCN1S(=O)(=O)c1ccc(C(=O)Nc2nnc(-c3ccccc3Cl)o2)cc1 (configuration not stated)	8	0	-1	-2	43	-15	4	23	4
O=C(c1ccc2c(=O)n(-c3ccccc3)c(=O)[nH]c2c1)N1CCCCC1	-5	3	2	6	-12	4	0	-0.4	-1
CCC(C(=O)Nc1ccc2[nH]ncc2c1)c1ccccc1 (configuration not stated)	7	1	1	1	-14	-5	14	0.4	9
Cc1ccc(CN(CC(=O)NCCc2ccccc2)C(=O)c2csnn2)cc1	-3	1	-2	10	5	9	1	-0.9	-8
Cc1nn(C)c(Cl)c1CN1CCCC(C(=O)Nc2ccc(-c3cscn3)cc2)C1 (configuration not stated)	-5	13	-4	-8	-41	1	9	-1.1	1
Cc1cc(S(=O)(=O)Nc2ccc3c(c2)COC3=O)ccc1F	4	2	-3	-6	3	-7	14	0.0	4
O=C(NCc1ccccc1)c1cc(C2CCCN(C(=O)CCc3ccccc3)C2)on1 (configuration not stated)	2	4	1	-5	.	-5	7	.	3
O=C(COC(=O)C1CC2CCCC(C1)C2=O)NNC(=O)c1ccccc1Br (configuration not stated)	-5	0	-10	-8	1	6	8	-0.4	4
O=C(NNC(=S)NCc1ccccc1)c1ccc(Br)o1	2	3	-3	-14	10	2	6	-2.5	1
O=C1c2ccccc2C(=O)N1CCn1ccnc1	-7	0	-5	6	-3	16	-2	0.0	-4
Cn1c(SCC(=O)NC2CC2)nnc1C1CC1	0	0	-5	-8	-5	-8	9	1.2	1
O=C(Nc1ccc(Br)cc1)N1CCCCCCC1	0	0	-2	8	-15	1	-2	-1.6	-4
COc1ccc(CNC(=O)CCCC2=NS(=O)(=O)c3ccccc3N2)cc1	-1	1	-4	2	-4	4	13	3.5	1
CC(NC(=O)COc1ccc(S(=O)(=O)N2CCOCC2)cc1)c1ccccc1 (configuration not stated)	-3	2	1	2	4	-2	-2	-0.8	0
Cc1ccc(Nc2cc(C)nc3c(C)cccc23)cc1	2	0	-8	-9	11	-4	10	-0.8	-4
COc1ccc(-n2nc(C(=O)NCC(=O)N3CCN(c4ccccn4)CC3)c3ccccc3c2=O)cc1	-12	11	-3	10	-9	7	-7	-1.6	-18
C=C(C)CNC(=S)Nc1ccc(S(=O)(=O)Nc2cnc3ccccc3n2)cc1	2	0	-3	3	-12	2	7	0.1	1
O=C(COC(=O)c1cnccn1)c1ccc2ccccc2c1	-13	2	-1	5	16	4	8	-2.0	0
CCCC(=O)Nc1nc2c(c(=O)[nH]1)CCCC2	3	0	-2	6	-7	-5	2	0.7	-1
CCCCSc1nc2c(cnn2-c2ccc(F)cc2)c(=O)[nH]1	1	1	1	4	-27	2	6	-0.6	0
CCN(CC)S(=O)(=O)c1cccc(C(=O)N/N=C/c2cccc(O)c2O)c1	-8	4	0	4	-14	5	-2	-0.3	-3
Cc1cc(-n2[nH]c(C)c(C)c2=O)nc(-c2ccccc2O)n1	37*	9	0	2	-13	42*	3	-2.0	9

Part of the list above, reduced to CRFR2-BP antag and CRFBP-R2 agonist:
mol	CRFR2-BP antag	CRFBP-R2 agonist
O=C(c1ccc2c(=O)n(-c3ccccc3)c(=O)[nH]c2c1)N1CCCCC1	-12	-0.4
CCC(C(=O)Nc1ccc2[nH]ncc2c1)c1ccccc1 (configuration not stated)	-14	0.4

(further entries)
SMILES	CHRM5 PAM	CHRM4 agonist	CHRM5 agonist	CHRM4 antagonist	CRFR2-BP antag	M5 antag	CHRM1 PAM	CRFBP-R2 agonist	CHRM4 PAM
CCOC(=O)N1CCN(Cc2nc3c(c(=O)n(C)c(=O)n3C)n2Cc2ccccc2C)CC1	1	0	2	-8	-5	1	15	2.7	6
COc1cccc(-n2cc(CN(C)C(=O)C3CCC(=O)N(C4CC4)C3)cn2)c1 (configuration not stated)	0	1	0	1	-1	16	13	-0.4	1
CC(=O)c1ccc(OCCCC(=O)Nc2ccc(C)c(S(=O)(=O)N(C)C)c2)cc1	-6	4	1	-10	-6	-1	4	7.1	2
Cc1ccc(S(=O)(=O)n2ccc(-c3ccc(OCc4c(F)cccc4Cl)cc3)n2)cc1	-7	2	0	11	-3	4	8	5.4	-9
Cc1cccc(NC(=O)CN2CCN(CC(=O)NCc3ccc(Cl)cc3Cl)CC2)c1C	-7	1	0	-5	-7	7	3	-1.1	6
CC12CCC(=O)N1c1c(sc3nc(N4CCOCC4)c4c(c13)CCCC4)C(=O)N2 (configuration not stated)	6	-1	-8	-7	-30	-1	4	-0.5	3
O=C(c1cc2c(s1)CCCCC2)N1CCN(c2ncccn2)CC1	1	3	0	16	0	-7	3	-1.4	-5
CC(C)(COC(=O)C(c1ccccc1)c1ccccc1)CN1CCOCC1	-19	-1	-9	1	12	20	-13	-0.7	-7
CN1CCN(C(=O)c2ccccc2NC(=O)c2cccs2)CC1	10	1	0	-9	1	1	-15	1.3	7
O=[N+]([O-])c1cc(S(=O)(=O)Nc2cccc(C(F)(F)F)c2)ccc1-n1nnc2ccccc21	-15	9	6	2	22	11	1	6.0	4
CS(=O)(=O)Nc1ccc2c(c1)[C@H]1C[C@H](CC(=O)NCc3ccccc3)O[C@H](CO)[C@H]1O2	-2	1	0	-2	3	5	14	2.6	4
CCN(CC)c1ccc(NC(=O)COc2ccccc2C#N)cc1S(=O)(=O)Nc1ccccc1OC	-7	4	0	10	-6	14	7	4.5	-8
COc1ccc(N2CC(C(=O)NCc3cccnc3)CC2=O)cc1 (configuration not stated)	2	1	-3	2	1	0	6	0.1	12
COC(=O)c1ccc(C)c(NC(=O)C(CCSC)NC(=O)c2cc(OC)c(OC)c(OC)c2)c1 (configuration not stated)	1	1	-3	-15	0	-8	9	0.3	3
CCN(CC)C(=O)c1sc2nc(-c3ccccc3)ccc2c1N	5	0	-4	-3	-1	2	0	-0.3	-1
CC(=O)c1ccc(N(C(=O)c2csnn2)C(C(=O)NC(C)(C)C)c2cccs2)cc1 (configuration not stated)	-3	0	-3	-8	-5	6	7	0.2	-3
CCCCn1c(N)c(N(Cc2ccccc2OC)C(=O)C(C)Oc2ccc(F)cc2)c(=O)[nH]c1=O (configuration not stated)	8	1	4	-3	-3	-3	12	0.9	4
CCc1ccc(-c2nnn(Cc3nn[nH]n3)n2)cc1	1	0	0	-3	14	3	6	-0.3	1
COc1ccc(NC(=O)CN(C)S(=O)(=O)c2ccc(Cl)cc2)c([N+](=O)[O-])c1	-6	0	3	5	-25	5	1	2.4	1
Cc1ccc(CNC(=O)CS(=O)(=O)c2cn(CC(=O)N3CCOCC3)c3ccccc23)cc1	1	1	-4	-7	10	-17	10	-1.6	1
Cc1ccc(OCCOC(=O)CN2C(=O)NC3(CCCC3)C2=O)cc1	-2	0	2	-12	-1	-5	8	0.4	3
O=c1c2ccccc2nc2n1CCS2(=O)=O	9	1	3	-5	-18	-6	13	0.4	6
CCOC(=O)Nc1ccc2ncn(C)c(=O)c2c1	1	0	1	-4	13	2	19	0.5	-6
Cc1noc(C)c1COC(=O)C1CCN(S(=O)(=O)c2ccc(F)cc2)CC1	-9	2	-5	6	1	22	-2	0.1	0
O=C(C1COc2ccccc2O1)N1CCN(c2nc3ccccc3s2)CC1 (configuration not stated)	-8	14	1	-6	5	13	1	-0.9	-5
O=C(NC(=S)Nn1cnc2c(cnn2-c2ccccc2)c1=O)c1ccc(Oc2ccccc2)cc1	0	0	-1	6	-22	2	8	5.8	-4
O=C(CN1CCCC1)Nc1c(Cl)cccc1Cl	-1	1	-3	1	1	10	2	-1.0	-1
COC(=O)c1ccc(C2NC(=O)CCC2[N+](=O)[O-])cc1 (configuration not stated)	5	0	7	-4	-9	-12	8	0.5	2
CCOc1cc(CNCCSc2nnnn2C)cc(Br)c1OCc1ccc(F)cc1	-21	22	-1	28*	-3	25	-12	2.9	-14
Clc1nc2sccn2c1/C=N/n1cnc2ccccc21	-5	2	0	3	-37	0	3	-0.5	3
O=C(NCc1ccc(F)cc1)C1CCCN(c2nc3ccsc3c(=O)s2)C1 (configuration not stated)	4	0	-2	-1	18	-6	-3	-1.2	-5
O=C(O)CN1CCN(c2ncc(C(F)(F)F)cc2Cl)CC1	4	1	2	0	20	-16	12	-0.3	-2
CC(C)Oc1cccc(C(=O)C2CCCN(C(=O)c3cc(C(F)(F)F)[nH]n3)C2)c1 (configuration not stated)	0	8	-8	-5	-1	1	-7	-3.1	-2
COc1cc(NC(=O)N[C@@H](Cc2c[nH]c3ccccc23)C(=O)O)c(C(=O)O)cc1OC	0	0	0	4	4	2	1	-1.9	-2
COc1cccc(N2C(=O)C3C(C2=O)C2C=CC3C23CC3)c1 (configuration not stated)	2	0	-3	7	-1	8	6	0.7	0
CCOC(=O)CSc1nnc(-c2ccccc2)c(=O)[nH]1	3	0	-1	14	21	10	3	0.6	-4
COc1cccc(C(=O)N(C)c2nnc(-c3ccncc3)s2)c1	4	0	3	13	25	-1	1	-1.4	2
CC(C)(C)C1=CC(O)(c2ccccc2)C=C(C(C)(C)C)C1=O	-9	-2	-9	20	-1	1	-15	-1.3	-15
CN1CCN(C(=S)NC(=O)c2ccc(Br)cc2)CC1	-7	0	-1	0	-9	10	16	0.1	-8
